Screening data (PubChem)
SIAE primary: inhibitors of human sialic acid acetylesterase SIAE | SIAE FP-Rh probe binding, fluorescence polarization | inhibition, % at 9.66 µM | 370,000 tested, 0.69% active | AID 1053197;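 active = inhibition above a cutoff: mean of compounds within the control limits plus 3 SD of those, cut at about 17% in these data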;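 also: 0% = plate median of compound wells and 100% = probe without SIAE protein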
HTRA1 inhibitor: HTRA1 (human) protease inhibition; Q92743; recombinant HTRA1, FP-rhodamine activity-based probe, fluorescence polarization; inhibition, % at 5.96 µM; 340,000 tested, 0.5% active; AID 504803; in the data active = inhibition above about 36%;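 also: 0% = enzyme with DMSO and 100% = wells lacking enzyme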
Target sequence (Q92743 whole entry, looked up): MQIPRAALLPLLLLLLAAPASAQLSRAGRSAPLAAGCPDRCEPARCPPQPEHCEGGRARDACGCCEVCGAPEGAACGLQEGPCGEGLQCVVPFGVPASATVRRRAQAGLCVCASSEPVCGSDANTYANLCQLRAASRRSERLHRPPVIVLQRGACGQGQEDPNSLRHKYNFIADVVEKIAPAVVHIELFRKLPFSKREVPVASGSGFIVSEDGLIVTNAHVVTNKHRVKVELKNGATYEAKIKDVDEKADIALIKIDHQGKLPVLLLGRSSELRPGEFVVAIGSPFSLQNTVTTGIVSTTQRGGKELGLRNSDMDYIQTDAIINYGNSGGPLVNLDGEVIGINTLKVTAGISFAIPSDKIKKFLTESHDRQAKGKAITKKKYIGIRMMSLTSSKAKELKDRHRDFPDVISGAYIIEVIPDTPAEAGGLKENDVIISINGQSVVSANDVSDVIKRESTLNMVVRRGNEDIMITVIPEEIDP
TCR CD3 inh: human TCR-CD3 binding inhibition; TAMRA-labeled TCR probe fluorescence, biochemical; inhibition, % at 9.4 µM; AID 651800; 360,000 tested, 0.37% active; in the data active = inhibition above about 19%;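 also: recombinant mutant TCR 2C K166C tagged with TAMRA read by polarization; 0% = receptor in buffer alone and 100% = receptor with positive control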
PRMT1 FP inh: inhibitors of human PRMT1; Q99873; recombinant PRMT1, activity-based probe fluorescence polarization; inhibition, % at 2.79 µM; 370,000 tested, 1.3% active;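 active = inhibition above about 21% made by adding two undisclosed values, limit read from the data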
TDP2 inh: blocks human TDP2 phosphodiesterase activity; O95551; recombinant TDP2, T5PNP hydrolysis, p-nitrophenol absorbance 415 nm; inhibition, % at 12.8 µM; 370,000 tested, 0.34% active; AID 720702;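 active = inhibition above the mean of all tested compounds plus 3 SD, set per campaign, cut at about 25% in these data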;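 also: 0% = DMSO with enzyme and 100% = buffer with substrate but no TDP2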
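Test system: Human TDP2 enzyme | Reagent: 5 mM T5PNP | Compound dosing: 12.8 µM single point, 1% DMSO | Incubation: Enzyme reaction with compound for 2 h at 37 °C | Technique: p-Nitrophenol epi absorbance | Read-out: % inhibition relative to enzyme-containing and enzyme-free wells | Benchmarks: High control without enzyme, low control DMSO plus TDP2 | Replicates: Singlicate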
PG9 Ab binder: PG9 antibody binding by small molecule; TR-FRET gp120-PG9 antibody binding; AID 624416; inhibition, % at 6.7 µM; 360,000 tested, 0.43% active; in the data active = inhibition above about 8.5%
NR1D1 modulator: modulates human Rev-erb alpha binding to DNA; Rev-erbα–FITC-DNA binding, fluorescence polarization, 90 min; activity, % at 10 µM; 370,000 tested, 0.79% active; AID 1259318;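 active = activity above about 14%, limit read from the data; passing the limit was not always enough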;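 also: 0% = DMSO wells with 35 nM protein and 100% = DMSO wells with 750 nM protein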
ABHD4 inh: inhibitors of mouse ABHD4. Q8VD66. 370,000 tested, 0.54% active. inhibition, % at 8.92 µM. purified mABHD4, FP-Rh probe fluorescence polarization;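 active = inhibition exceeding the mean over every tested compound plus 3 SD, cut at about 30% in these data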;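 also: 0% = plate median of compound wells and 100% = S159A mutant with DMSO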
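Test system: mABHD4 protein | Buffer or medium: HEPES pH 7.0 buffer, 150 mM NaCl, 0.01% Pluronic F-127 | Probe or stimulus: FP-Rh fluorescent activity-based probe, added after compound pre-incubation | Timing: Pre-incubation 45 min, probe exposure 60 min, at 25 °C | Technique: Fluorescence polarization, excitation 525 nm, emission 598 nm, BODIPY TMR filters | Repeats: Single well per compound (singlicate)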
rCAG RNA binder: molecules binding r(CAG) RNA repeats; AID 651821; r(CAG) RNA repeat, TO-PRO-1 dye displacement fluorescence; inhibition, % at 3 µM; 370,000 tested, 1.3% active;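 active = inhibition above the plate cutoff, the mean of all test compounds on that plate plus 3 SD, cut at about 35% in these data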;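 also: 0% = DMSO alone and 100% = 100 µM mitoxantrone as full dye displacement; higher means more dye released from RNA so lower well fluorescence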
LEDGF integ inh: blocks HIV-1 LEDGF/p75-dependent DNA integration; inhibition, % at 3.7 µM; TR-FRET IN-LEDGF/p75 DNA integration, Eu/Cy5; 370,000 tested, 0.64% active;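 active = inhibition above the screen-wide mean plus 3 SD, cut at about 13% in these data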;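 also: signal is the Cy5 over europium emission ratio at 671 and 618 nm; 0% = plate median of compound wells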
Numbers without * were called inactive; . = not tested or not shown. Not all compounds are listed; count on the stated rates, not on these rows.

SMILES | SIAE primary | HTRA1 inhibitor | TCR CD3 inh | PRMT1 FP inh | TDP2 inh | PG9 Ab binder | NR1D1 modulator | ABHD4 inh | rCAG RNA binder | LEDGF integ inh
CCOC(=O)c1c(NC(=O)COC(=O)Cc2ccccc2[N+](=O)[O-])sc(C(=O)N(C)C)c1C | -5 | 18 | 4 | 5 | 1 | 0.4 | . | 5 | -3 | 2
Cc1onc(-c2ccccc2)c1C(=O)Nc1cc(C(F)(F)F)ccc1N1CCOCC1 | 3 | -30 | 4 | 0 | 0 | 1.6 | 22* | -9 | -1 | 0
CN(C)CCN1C(=O)C(=O)/C(=C(/O)c2ccc(OCc3ccccc3)cc2)C1c1ccncc1 (stereo not given) | 2 | 4 | 3 | -3 | -2 | -1.1 | -9 | 5 | 0 | 1
CCCCc1nc2n[nH]c(N)c2c2c1CCC2 | 5 | 5 | 3 | -1 | 19 | -0.6 | 1 | 5 | 3 | 0
O=C(O)CCN1C(=O)C2C3c4ccccc4C(c4ccccc43)C2C1=O (stereo not given) | -2 | -3 | -2 | 1 | 10 | -3.3 | -2 | 5 | 0 | 1
O=C(Nc1ccc(C(=O)O)cc1)/C(=C/c1cccc(Br)c1)NC(=O)c1ccco1 | 8 | -9 | 4 | -1 | 4 | -0.8 | -5 | -13 | 6 | 2
COC(=O)C1=C(C)N=C2SC(C)C(=O)N2C1c1ccc(C(=O)OC)cc1 (stereo not given) | -22 | -18 | 2 | 3 | -12 | -2.4 | -3 | -20 | 11 | -2
Cc1ccc(/C(N)=N/OC(=O)c2ccc3ccccc3c2)cc1 | 0 | -5 | 1 | 1 | -9 | -1.9 | 2 | 4 | 1 | 5
CC(C)Oc1ccc(S(=O)(=O)N2CCCCC2)cc1NC(=O)CN1C(=O)NC2(CCCC2)C1=O | 4 | -3 | 3 | 2 | -4 | 2.6 | -4 | 5 | -3 | -1
CCOC(=O)N1CCN(CC(O)COc2c(C)cccc2C)CC1 (stereo not given) | -3 | -1 | -5 | 0 | 11 | 0.3 | 4 | 9 | -3 | 2
CS(=O)(=O)Nc1ccc(C2=NN(C(=O)c3cccc(F)c3)C(c3cccs3)C2)cc1 (stereo not given) | -8 | -6 | -14 | 1 | -1 | 1.8 | -2 | -26 | 10 | -3
C/C=C/Cn1c(SCCCc2ccccc2)nc2c1c(=O)[nH]c(=O)n2C | -2 | -18 | 5 | 3 | 4 | 1.8 | -5 | -15 | 3 | -2
CCN1CCN(C(=O)/C(=C/c2ccco2)NC(=O)c2ccccc2)CC1 | 18* | 12 | 10 | 2 | 17 | -1.7 | -3 | -1 | -2 | -1
CCCCNC(=O)c1nc(-c2cnccn2)oc1-c1ccc(Cl)cc1 | 1 | . | -3 | -9 | -3 | 1.2 | -3 | 4 | 3 | 3
O=C(C1CC1)N1CCc2cc(Br)cc(S(=O)(=O)N3CCN(c4ccccn4)CC3)c21 | -2 | -20 | 5 | 1 | 0 | -1.0 | -9 | -4 | 5 | -5

Full records, quoted from the list:
CS(=O)(=O)Nc1ccc(C2=NN(C(=O)c3cccc(F)c3)C(c3cccs3)C2)cc1 (stereo not given) as listed: SIAE primary = -8; HTRA1 inhibitor = -6; TCR CD3 inh = -14; PRMT1 FP inh = 1; TDP2 inh = -1; PG9 Ab binder = 1.8; NR1D1 modulator = -2; ABHD4 inh = -26; rCAG RNA binder = 10; LEDGF integ inh = -3
CCOC(=O)c1c(NC(=O)COC(=O)Cc2ccccc2[N+](=O)[O-])sc(C(=O)N(C)C)c1C as listed: SIAE primary = -5; HTRA1 inhibitor = 18; TCR CD3 inh = 4; PRMT1 FP inh = 5; TDP2 inh = 1; PG9 Ab binder = 0.4; NR1D1 modulator = .; ABHD4 inh = 5; rCAG RNA binder = -3; LEDGF integ inh = 2
CCOC(=O)N1CCN(CC(O)COc2c(C)cccc2C)CC1 (stereo not given) as listed: SIAE primary = -3; HTRA1 inhibitor = -1; TCR CD3 inh = -5; PRMT1 FP inh = 0; TDP2 inh = 11; PG9 Ab binder = 0.3; NR1D1 modulator = 4; ABHD4 inh = 9; rCAG RNA binder = -3; LEDGF integ inh = 2

As a short view, part of the list above.
SMILES | SIAE primary | HTRA1 inhibitor | TCR CD3 inh | PRMT1 FP inh | TDP2 inh | PG9 Ab binder | NR1D1 modulator | ABHD4 inh | rCAG RNA binder | LEDGF integ inh
CCOC(=O)c1c(NC(=O)COC(=O)Cc2ccccc2[N+](=O)[O-])sc(C(=O)N(C)C)c1C | -5 | 18 | 4 | 5 | 1 | 0.4 | . | 5 | -3 | 2
Cc1onc(-c2ccccc2)c1C(=O)Nc1cc(C(F)(F)F)ccc1N1CCOCC1 | 3 | -30 | 4 | 0 | 0 | 1.6 | 22* | -9 | -1 | 0

Next section
SMILES | SIAE primary | HTRA1 inhibitor | TCR CD3 inh | PRMT1 FP inh | TDP2 inh | PG9 Ab binder | NR1D1 modulator | ABHD4 inh | rCAG RNA binder | LEDGF integ inh
O=C(c1ccccc1F)N(Cc1ccc(F)cc1)C1CCS(=O)(=O)C1 (stereo not given) | 2 | 4 | 4 | 1 | -6 | -1.7 | 2 | 4 | 0 | 1
CCCNC(=O)c1ccc(CNc2c(N3CCC(C(=O)OCC)CC3)c(=O)c2=O)cc1 | 6 | 0 | -5 | 0 | -1 | -0.6 | -2 | 4 | -7 | 2
Cc1ccc(C)c(-n2c(-c3ccc(Br)cc3)csc2=NC(=O)c2ccccc2F)c1 | -10 | -11 | 5 | -1 | -14 | 4.4 | 38* | -2 | 1 | -5
O=C(c1cc(Br)c[nH]1)N1CCSCC1 | 1 | 8 | 0 | -1 | 3 | -0.8 | -3 | 1 | 0 | -1
CCS(=O)(=O)N(C)C[C@@H]1OCc2ccccc2-c2c(n(C)c3ccccc23)C(=O)N([C@H](C)CO)C[C@@H]1C | 3 | . | -5 | 3 | -1 | -2.7 | 3 | 0 | 4 | -5
COc1ccc(C(=O)NC2CCN(CC(=O)Nc3c(C)cccc3C)CC2)cc1OC | -3 | -4 | 1 | -2 | 0 | -0.4 | -3 | -1 | -9 | 1
CCOC(=O)c1nn(-c2ccccc2)c(=O)cc1SC(C)C | 0 | -5 | 11 | -4 | 0 | 0.8 | -1 | -8 | -5 | -2
COc1ccccc1CCn1cnc(-c2ccc(F)cc2)c1C(C)C | 8 | . | 8 | -3 | 4 | -1.8 | 5 | 0 | -1 | 6
CC(C)CNS(=O)(=O)CC1NCCc2ccccc21 (stereo not given) | -2 | . | . | 4 | 6 | . | -9 | 3 | 5 | -3
O=C(CN(Cc1ccco1)C(=O)CNS(=O)(=O)c1ccc(F)cc1)NCc1ccc(F)cc1 | 3 | 10 | 10 | 3 | -9 | 2.2 | -1 | -1 | 9 | -5
COC(=O)c1cc(OC)c(OC)c(OC)c1NC(=O)c1ccc(S(=O)(=O)N(C)C)cc1 | -6 | 1 | 3 | 0 | -2 | 0.1 | -2 | 2 | -4 | 2
Cc1ccc(OCC(=O)Nc2c(C)ccc3nsnc23)cc1 | 1 | -1 | -5 | 6 | 3 | -0.8 | -5 | 8 | -4 | -1
